High-throughput results: PubChem BioAssay, National Center for Advancing Translational Sciences (NCATS)
ERK EGF inh – inhibitors of EGF-stimulated ERK signaling pathway; 130,000 tested, 0.41% active; Potency, µM (top dose mostly 11.5 µM), for the others: at the top dose activity change, negative = inhibition, hits mostly inhibitors; HEK293-V1b, EGF-stimulated phospho-ERK AlphaScreen; AID 1454; active means well fitted inhibition curve with a large enough effect; inconclusive means small, poorly fitted or top-dose-only effect, or effect the other way;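 further: plate controls were stimulated vehicle wells for no effect and unstimulated vehicle basal for full effect; nearly all actives have a fitted effect of over 55% in size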
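Cell line HEK293 (stable V1b), low serum overnight. Pretreatment: compound 30 min, 37C. EGF 25 nM, 5 min. Detection: SureFire AlphaScreen, 5 h RT. AC50 via standard Hill equation.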
* hit, by the source's call; ? = inconclusive; [ ] = dose if it differs, or a comment. Potency means the concentration at half of the fitted maximal effect. Some of the compounds tested; rates above refer to the full screens.

SMILES | ERK EGF inh
CCOC(=O)C1(Cc2ccc(OC)cc2)CCN(C(=O)C2CC(=O)N(C3CC3)C2)CC1 (stereo not drawn) | -4.3%[57.5 µM]
O=C(NC1CC1)C1CCN(C2CCN(C(=O)Cc3ccc(F)cc3)CC2)CC1 | -9.2%[57.5 µM]
COc1ccc(C2CC(c3cccs3)=NN2C(=O)CSc2nc3ccccc3s2)cc1 (stereo not drawn) | 3.4%
COc1ccc(S(=O)(=O)CCC(=O)Nc2cc(C)ccc2OC)cc1 | 34.0%[57.5 µM]
O=c1cc(-c2cccnc2)oc2c1ccc1ccccc12 | -8.6%[57.5 µM]
Cc1cccc(C)c1NC(=S)N1CCOCC1 | -3.1%[57.5 µM]
CCOc1ccc(-c2cn(-c3ccc(OC)cc3)c(SC)n2)cc1 | ?
Cc1nc2c([nH]c3ccccc32)c(=O)n1N | -8.5%
CCOC(=O)NN1C(=O)c2ccccc2NC1c1cccc(O)c1 (stereo not drawn) | 12.5%
CCCCCCCCCCCCCCCC(N)=O | -8.3%

5 successive entries out of the list so far:
SMILES | ERK EGF inh
CCOC(=O)C1(Cc2ccc(OC)cc2)CCN(C(=O)C2CC(=O)N(C3CC3)C2)CC1 (stereo not drawn) | -4.3%[57.5 µM]
O=C(NC1CC1)C1CCN(C2CCN(C(=O)Cc3ccc(F)cc3)CC2)CC1 | -9.2%[57.5 µM]
COc1ccc(C2CC(c3cccs3)=NN2C(=O)CSc2nc3ccccc3s2)cc1 (stereo not drawn) | 3.4%
COc1ccc(S(=O)(=O)CCC(=O)Nc2cc(C)ccc2OC)cc1 | 34.0%[57.5 µM]
O=c1cc(-c2cccnc2)oc2c1ccc1ccccc12 | -8.6%[57.5 µM]

Retrieved by structure from above (6):
SMILES | ERK EGF inh
CCCCCCCCCCCCCCCC(N)=O | -8.3%
Cc1cccc(C)c1NC(=S)N1CCOCC1 | -3.1%[57.5 µM]
Cc1nc2c([nH]c3ccccc32)c(=O)n1N | -8.5%
CCOC(=O)C1(Cc2ccc(OC)cc2)CCN(C(=O)C2CC(=O)N(C3CC3)C2)CC1 (stereo not drawn) | -4.3%[57.5 µM]
CCOC(=O)NN1C(=O)c2ccccc2NC1c1cccc(O)c1 (stereo not drawn) | 12.5%
O=C(NC1CC1)C1CCN(C2CCN(C(=O)Cc3ccc(F)cc3)CC2)CC1 | -9.2%[57.5 µM]

Next part
SMILES | ERK EGF inh
O=C(CCN1C(=O)c2ccccc2C1=O)NC(=S)Nc1ccccc1Cl | 8.6%
COC(=O)c1sccc1NC(=S)Nc1ccc(OC)cc1 | -0.3%
O=C1Nc2ccc(I)cc2/C1=C/c1cc(Br)c(O)c(Br)c1 | ?
NS(=O)(=O)c1ccc(CCNC(=O)c2ccc3c(c2)OCCO3)cc1 | -2.5%[57.5 µM]
COC(=O)c1sc(-c2ccccc2)cc1NC(=O)c1ccccc1 | 4.6%
CC(C)(C)c1ccc(S(=O)(=O)/C=C/C#N)cc1 | 20.1%
N#Cc1c2n(c3c(=O)n(CC(=O)c4ccc([N+](=O)[O-])cc4)cnc13)CCCCC2 | -6.1%
CCCc1cc(C(=O)NNC(=S)NCC2CCCO2)cs1 (stereo not drawn) | 7.5%
O=C(O)c1ccccc1SCc1cn2cc(Br)ccc2n1 | -8.0%
Cc1cc(C(=O)CSc2ccc3c(c2)OCCO3)c(C)n1C1CC1 | 5.6%
CC(C)NC(=S)N/N=C/c1cccnc1 | -25.7%[57.5 µM]
C=CCOC(=O)C1=C[C@H](c2ccc(Br)cc2)[C@@H](CCCO)[C@H](OCC)O1 | -8.6%[57.5 µM]
C/C(=N\N=C1\NC(=O)C(CC(=O)Nc2ccc(C)c(Cl)c2)S1)C(C)(C)C (stereo not drawn) | -8.3%
CC(=O)Nc1ccc(NC(=O)C2CCCN(C(=O)c3ccc(Cl)cc3)C2)cc1 (stereo not drawn) | 3.5%
CC(=O)NC(CCS(C)(=O)=O)C(=O)Nc1cc(C)on1 (stereo not drawn) | -7.3%
O=C(CNc1n[nH]c(=O)[nH]c1=O)N/N=C/C1CC=CCC1 (stereo not drawn) | -12.5%[57.5 µM]
COc1ccc(OCc2cc(-c3ccc(Cl)cc3)no2)cc1 | -2.1%
COc1ccc(OCCOC(=O)c2[nH]c(C)c(C(C)=O)c2C)cc1 | 0.5%
Cc1ccc(C(=O)/C=C/c2ccccc2[N+](=O)[O-])cc1 | -14.5%
S=c1[nH]nc(-c2ccc(Cl)cc2)n1/N=C/c1ccco1 | -8.6%[57.5 µM]
N#Cc1ccccc1S(=O)c1ccccc1C(=O)Nc1ccccc1 (stereo not drawn) | -3.5%
O=C(Nc1csc([N+](=O)[O-])c1)Nc1ccccc1Cl | ?
COC(=O)CC1C(=O)NCCN1C(=S)Nc1cccc(C(F)(F)F)c1 (stereo not drawn) | -1.4%[57.5 µM]
O=C(N/N=C/CCc1ccccc1)C1CCCCC1 | 6.4%
Cc1cc(NC(=O)CCCN2C(=O)c3cccc4cccc(c34)C2=O)no1 | -6.8%
Cc1cc(C)c(C)c(OCCCN(C)C)c1 | -3.8%
CCN(CC)CCCNC(=O)CSc1c2c(nc3cc(Cl)ccc13)CCCC2 | 0.7%
CCN(CCn1cccn1)Cc1cn[nH]c1-c1ccc(OC)cc1F | 0.6%
C=C1[C@@H](OC(C)=O)CC[C@]2(C)[C@@H]1C[C@@H]1C[C@H](OC(C)=O)C(C)=C([C@@H](OC(C)=O)[C@@H]2OC(C)=O)C1(C)C | -4.1%[57.5 µM]
O=C(NCC1CCCO1)C(=O)N/N=C/c1ccccc1C(=O)O (stereo not drawn) | 16.6%
CCOC(=O)c1oc2cc(OCC(=O)OC)ccc2c(=O)c1-c1ccc(OC)c(OC)c1 | -9.9%[57.5 µM]
CC(C)COP(=O)(OCC(C)C)C(O)c1ccc(F)cc1 (stereo not drawn) | -1.6%
Cc1ccc(S(=O)(=O)NC(=O)NCc2ccc(F)cc2)cc1 | 13.5%
NNC(=O)CNc1cccc(Cl)c1 | 7.7%
O=C(NC(Cc1ccccc1)C(=O)O)/C(=C\c1ccc(Cl)cc1)NC(=O)c1ccccc1 (stereo not drawn) | -2.4%
CC(O)(C#CCN1CCCCCC1)c1ccccc1 (stereo not drawn) | -6.7%
Cc1cc(C)c(S(=O)(=O)NC(CC(=O)O)c2cccc([N+](=O)[O-])c2)c(C)c1 (stereo not drawn) | 9.6%
CC(=O)c1c(C)[nH]c(C(=O)NC(C)c2ccccc2)c1C (stereo not drawn) | -2.1%
CNC(=O)N1c2ccccc2NC(=O)CC1C (stereo not drawn) | 4.2%
O=C/C=C/c1ccc(O)cc1 | 18.3%
CCOC(=O)c1sc(=NC(=O)c2cccs2)n(C)c1C | -6.4%
N#C/C(C(=O)NCc1ccco1)=C1/SC(Cc2ccc(Cl)cc2)C(=O)N1c1ccccc1 (stereo not drawn) | 2.8%
CC(C)(C)c1cc(Cl)c(O)c(NC(=S)NC(=O)c2cccnc2)c1 | -3.9%
O=C(c1ccccc1)N1CCN(CC(O)COC2CCCCC2)CC1 (stereo not drawn) | -3.8%
CCn1c(O)c(N=NC(=O)CNc2cccc(C)c2)c2ccccc21 | ?
COc1ccc(N2CCN(C(=O)CCS(=O)(=O)c3ccc(OC)cc3)CC2)cc1 | 1.7%[57.5 µM]
COc1cc(C(=O)Nc2nc3ccccc3[nH]2)ccc1OC(F)F | -10.9%[57.5 µM]
Cc1nnc(SCC(=O)N2CCN(C(=O)c3ccco3)CC2)n1-c1ccccc1 | 0.5%
O=C(Cc1ccc(F)cc1)Nc1cccc2cccnc12 | 3.1%
CCN(CC)CCCNC(=O)Cn1cnc2ccc(S(=O)(=O)N3CCC(C)CC3)cc2c1=O | -0.9%
(next part)
SMILES | ERK EGF inh
CC1CN(C(NC(=O)c2ccccc2)C(Cl)(Cl)Cl)CC(C)O1 (stereo not drawn) | 4.4%
O=C(c1ccco1)c1cn(CC(=O)N2CCCC2)c2ccccc12 | 1.6%
N#C/C(=C\c1ccc(-c2ccccc2[N+](=O)[O-])o1)C(N)=O | -3.7%[57.5 µM]
CCC1=C(OC(=O)N(CC)CC)N2C(=O)OC(=NCCOC)[C@]2(Cc2ccccc2)[C@H]2C1=CC[C@H]1C(=O)NC(=O)[C@H]12 | -1.5%
C/C=C/C(=O)N1CC2(CC(c3cccc(NC(=O)CC(c4ccccc4)c4ccccc4)c3)=NO2)C[C@H]1C(N)=O (stereo partly drawn) | -8.1%[57.5 µM]
CNC(=O)C(=O)NCC1OCCN1S(=O)(=O)c1ccc2c(c1)OCCO2 (stereo not drawn) | 9.4%
CC(=O)c1ccc(NC(=O)COC(=O)c2ccccc2Nc2ccccc2)cc1 | -0.7%
O=C(Nc1nccs1)c1ccc(NC(=O)C2CC=CCC2C(=O)O)cc1 (stereo not drawn) | -7.6%
S=C(Nc1ccccn1)NC1CCCCC1 | -7.8%[57.5 µM]
CC1(C)CN(O)CCN1O | -12.1%
O=C(NCCNc1ccc([N+](=O)[O-])cc1)c1ccc(Cl)cc1 | -0.1%
COc1ccccc1NS(=O)(=O)c1ccc(NC(=O)Cc2cccs2)cc1 | -0.9%
Cc1cc(C)nc(SCc2ccc(C(=O)N/N=C/c3ccccn3)cc2)n1 | -8.5%
Cc1nnsc1C(=O)Nc1cccc(Cl)c1C | -1.9%
Cn1c2ccc(F)cc2c2ncn(CC3CCCO3)c(=O)c21 (stereo not drawn) | 5.8%[57.5 µM]
COc1ccc(C)cc1NC(=O)C(NC(=O)c1cc(OC)c(OC)c(OC)c1)C(C)C (stereo not drawn) | -6.3%
C#CCOCCOCCOCCNc1nc(N2CCN(C(=O)[C@H](Cc3ccc(O)cc3)n3cc([C@@H](N)C(C)CC)nn3)CC2)nc(N2CCN(C(=O)[C@H](CCCCN)n3cc([C@@H](N)CO)nn3)CC2)n1 (stereo partly drawn) | -6.7%[57.5 µM]
COc1cccc(NC(=O)c2ccc(S(=O)(=O)N(C)C)cc2)c1 | 2.0%
CCCn1c(/C=C/c2ccco2)nc2ccccc21 | 5.6%
COc1ccccc1OCCOCCOc1ccc(C)cc1[N+](=O)[O-] | -3.4%
C[C@@H]1C=C(C(=O)NCc2ccccc2)O[C@H](OCc2ccc(CO)cc2)C1 | -11.8%[57.5 µM]
CN(C)CC(=O)Nc1ccc2cn[nH]c2c1 | -8.5%[57.5 µM]
CC(=O)OCc1cc(-c2nn(C)c(=O)c3ccccc23)ccc1C | 7.9%
O=C(CCCOc1ccc(Cl)cc1Cl)n1nnc2ccccc21 | 8.9%
CCOc1ccc(NC(=O)C2CCCN2C(=O)OCc2ccccc2)cc1 (stereo not drawn) | 0.0%
Cn1nccc1NS(=O)(=O)c1ccc(C(C)(C)C)cc1 | -6.9%[57.5 µM]
N#CCCn1c(=O)c(-c2ccccc2)nc2cnc(Oc3ccccc3)nc21 | 4.9%
CSc1c(CC(=O)Nc2ccc(F)cc2)n(Cc2ccccc2)c2ccccc12 | -6.1%
Cc1ccc[n+](CC(=O)c2ccc(NC(=O)c3ccccc3)cc2)c1 | -2.1%
CN(C)c1ncc2nc(-c3cc(F)cc(F)c3)c(=O)n(Cc3cccs3)c2n1 | -10.6%
O=C(CNC(=O)c1ccc(Cl)cc1)N/N=C/c1cccnc1 | 4.3%[57.5 µM]
O=S(=O)(c1cccs1)N1CCN(c2ccc(O)cc2)CC1 | 3.8%[57.5 µM]
O=C(NC(=S)Nc1ccc(Cc2ccncc2)cc1)c1ccc(F)cc1 | ?
Cn1c(SCC(=O)NNC(=O)Nc2ccccc2)nnc1-c1ccccc1 | -8.5%[57.5 µM]
O=C(CSc1cccc[n+]1[O-])C12CC3CC(CC(C3)C1)C2 | -2.8%
O=C(CN1CCOCC1)N/N=C/c1ccc(-c2ccc(C(=O)O)cc2)o1 | 6.2%[57.5 µM]
CC(C)c1nc(SCC(=O)Nc2ccc(N(C)C)cc2)c2ccccc2n1 | 30.6%
O=C(c1ccc2c(c1)OCCO2)N1CCCC(CNS(=O)(=O)c2cccs2)C1 (stereo not drawn) | -2.9%
Cn1ccnc1Sc1ccc(/C=N/NC(=O)c2ccccc2O)cc1[N+](=O)[O-] | -5.7%
O=C(Oc1cccc(NC2=NS(=O)(=O)c3ccccc32)c1)c1ccncc1 | -4.1%
COc1ccc(CN(C)CC(=O)Nc2ccccc2C(F)(F)F)c(OC)c1 | -1.4%
Cc1onc(-c2ccccc2)c1-c1ccnn1C(=O)NC(C)C | -0.5%[57.5 µM]
CC(=O)[C@H]1[C@H](c2cccc(Cl)c2)C(C#N)(C#N)[C@@H]2c3ccccc3C=CN21 | 2.0%
C=C1CCN(C(C)C(=O)O)S(=O)(=O)c2ccccc21 (stereo not drawn) | -12.1%[57.5 µM]
c1ccc(CN(Cc2ccccc2)c2nn[nH]n2)cc1 | -5.3%
CC(C)Oc1cccc(C(=O)NC(=S)Nc2ccc(N3CCN(C)CC3)cc2)c1 | -3.6%[57.5 µM]
COc1ccc(C=O)cc1Cn1c(C)cc(C)c(C#N)c1=O | 4.2%
CC(C)(C)OC(=O)N/N=C\c1ccc(OC(=O)c2cccs2)cc1 | -0.9%
O=C(CCCNC(=O)/C(=C/c1ccc(F)cc1)NC(=O)c1ccccc1)OCc1ccccc1 | -6.0%
COc1cccc(NC(=S)NCc2ccco2)c1 | 7.2%
The listing continues:
SMILES | ERK EGF inh
O=C(Nc1cc(S(=O)(=O)N2CCOCC2)ccc1-n1cncn1)c1ccc(Cl)cc1 | -2.8%[57.5 µM]
O=C1CN(C(=O)c2ccc(Br)o2)C(c2ccc(F)cc2)c2cc(F)ccc2N1 (stereo not drawn) | -0.1%
CCc1cccc(NC(=O)c2cc(OC)c(OC)c(OC)c2)c1 | -2.5%
CC(C)NC(=O)NC(=O)COC(=O)CCCSc1nc2ccccc2s1 | 0.6%
O=C(Nc1cccc(F)c1)N1CC2(CCN(C(=O)c3cc(C(F)(F)F)cc(C(F)(F)F)c3)CC2)C1 | 1.2%
